From PubChem BioAssay
RMI-FANCM inh – RMI-FANCM interaction inhibition; AID 1159607; Fluorescence polarization, RMI core complex with F-MM2 peptide; active compounds read low; FP signal (polarization) at 33 µM; 70,000 tested, 0.58% active; in the data active = FP signal below about 40; also: inactives centre near 61; strong numbers were not always called active; unit not given here
Active calls of the source: *; & = joins results of further samples; ! = a repeat was not active. An excerpt; rates above refer to the full screens.

SMILES	RMI-FANCM inh
CN1CCN(C2=Nc3cc(F)ccc3Cc3ccccc32)CC1	61
O=C(Nc1ccccc1-c1nc2ccccc2o1)c1ccc([N+](=O)[O-])s1	73
COc1ccc2c(c1)OCC(Cc1ccc(OC)c(OC)c1)C2=O (configuration not stated)	56
Cc1cc(C)cc(C(=O)NCCn2cc(SCC(=O)Nc3ccc(OC(F)(F)F)cc3)c3ccccc32)c1	64
O=C(Nc1nc(CC(=O)N2CCN(C(=O)c3ccco3)CC2)cs1)c1ccc[nH]c1=O	69
O=C(CSc1ccc(-c2ccccn2)nn1)Nc1cccc([N+](=O)[O-])c1	63
CCOC(=O)/C(C#N)=C/NC1CCN(Cc2ccccc2)CC1	55
COc1ccc(C(=O)N=c2sc3cccc(OC)c3n2C)cc1OC	60
CC(C)(C)C(=O)N1CCc2ccc(NS(=O)(=O)c3cccc(Cl)c3)cc21	68
CSc1ccc2nc(Nc3cc(C)ccc3C)sc2c1	56
O=C(CSc1ccc(C(F)(F)F)cn1)Nc1ccccc1	62
COc1ccc2nc(NC(=O)c3ccc(S(=O)(=O)N(C)C4CCCCC4)cc3)sc2c1	84
O=C(NCc1ccc2c(c1)OCO2)Nc1csc2ccccc12	73
Cc1nnc2ccc(N3CCN(S(=O)(=O)c4cccs4)CC3)nn12	67
Cc1cc(C)c(NC(=O)CN2C(=O)C3C4c5ccccc5C(c5ccccc54)C3C2=O)c(C)c1 (configuration not stated)	55
Cc1ccnc(NS(=O)(=O)c2ccc(N)cc2)n1	48
COc1ccc(-c2cnc(SCC(=O)NCc3ccc4c(c3)OCO4)n2C)cc1	58
CC(C)NC(=O)CCn1cnc2c([nH]c3ccc(Br)cc32)c1=O	65
CCS(=O)(=O)N1CCc2ccc(NS(=O)(=O)c3ccc(C(C)(C)C)cc3)cc2C1	67
CCOc1ccc2ccccc2c1C(=O)NCC1COC2(CCCC2)O1 (configuration not stated)	53
CCSc1ccccc1C(=O)Nc1cc(C)nn1-c1nc2ccc(F)cc2s1	65
CS(=O)(=O)N1CCCC1C(=O)Nc1nc2cc3c(cc2s1)OCO3 (configuration not stated)	66
Cc1ccc(N2C(=O)C3N=NN(Cc4nc(-c5ccccc5C)no4)C3C2=O)cc1Cl (configuration not stated)	61
CCOc1ccc(OCCNC(=O)c2ccc(OC)cc2OC)cc1	64
COc1coc(C(=O)Nc2ccc(F)c(Cl)c2)cc1=O	61
O=C1c2cccc3cccc(c23)C(=O)N1CCCSc1nnc(-c2ccncc2)n1-c1ccccc1	54
Nc1nnc(C(F)(F)F)o1	67
Cc1ccc(C(=O)N(c2ccccc2)C(C)C2CC2)cc1 (configuration not stated)	55
CC(=O)O/C(=C\Oc1ccccc1OC(C)=O)c1ccc([N+](=O)[O-])cc1	58
CCOc1ccc2nc(NC(=O)c3cc(=O)c(OC)c[nH]3)sc2c1	63
c1coc(-c2nnc(Nc3nc4cc5c(cc4s3)OCO5)o2)c1	56
O=c1c(O)cccc2c([C@H]3Oc4cc(O)cc(O)c4C[C@H]3O)cc(O)c(O)c12	39
Cc1cccc(NC(=O)COC(=O)c2ccc(C3Nc4ccccc4S(=O)(=O)N3)cc2)c1 (configuration not stated)	71
Cc1nnc(NC(=O)CSc2ccc(NC(=O)c3cccs3)nn2)s1	94
COc1ccc(S(=O)(=O)Nc2ccccc2C(=O)Nc2ccc(OC)cc2[N+](=O)[O-])cc1	54
CS(=O)(=O)c1ccc2nc(N(Cc3ccccc3)C(=O)c3cccc(F)c3)sc2c1	69
Cc1nc(-n2nc(-c3ccco3)cc2NC(=O)c2ccc(Br)o2)[nH]c(=O)c1C	39*
O=C(NC(=O)c1csnn1)Nc1ncccn1	53
COc1ccc(C(F)(F)F)cc1NC(=O)CCCn1nc(-c2cccs2)ccc1=O	65
CC1=C(C(N)=O)C(/C(C)=C/c2ccccc2)n2ncnc2N1 (configuration not stated)	61
COc1ccc(CNC(=O)NCCNC(=O)c2ccc(NC(C)=O)cc2)cc1	66
COc1cccc(C(c2sc3nc(-c4ccco4)nn3c2O)N2CCCC2)c1 (configuration not stated)	58
COc1ccc(OC)c(C(=O)Nc2nnc(-c3ccc(Br)s3)o2)c1	68
Cc1nc2c(cnn2-c2ccccc2)c(=O)n1N	56
CN(C(=O)Cc1csc2nc(-c3ccc(F)cc3)cn12)c1ccccc1	65
Cn1c(SCC(=O)Nc2nccs2)nc2c([nH]c3ccccc32)c1=O	136
COc1cccc(C(=O)N2CCN(c3ccc(-c4ccccn4)nn3)CC2)c1OC	69
CC(C)C(C)/C=C/C(C)[C@H]1CCC2C3=CCC4CC(=O)CC[C@]4(C)C3CC[C@@]21C (some centres not stated)	56

Brought forward from above: 6 compounds; new compounds follow.
SMILES	RMI-FANCM inh
COc1ccc(OC)c(C(=O)Nc2nnc(-c3ccc(Br)s3)o2)c1	68
Cc1nc2c(cnn2-c2ccccc2)c(=O)n1N	56
CN(C(=O)Cc1csc2nc(-c3ccc(F)cc3)cn12)c1ccccc1	65
Cn1c(SCC(=O)Nc2nccs2)nc2c([nH]c3ccccc32)c1=O	136
COc1cccc(C(=O)N2CCN(c3ccc(-c4ccccn4)nn3)CC2)c1OC	69
CC(C)C(C)/C=C/C(C)[C@H]1CCC2C3=CCC4CC(=O)CC[C@]4(C)C3CC[C@@]21C (some centres not stated)	56
Cc1oc(-c2cccc(Cl)c2)nc1Cn1c(=O)n(C(C)C)c(=O)c2ccccc21	64
COc1ccc(C2N(c3ccccc3)CCN2c2ccccc2)c2ccccc12	56
CCc1nnc(NC(=O)CCc2c(C)[nH]c(=O)n(C)c2=O)s1	61
O=C(c1ccco1)N1CCN(S(=O)(=O)CCCOc2ccc3c(c2)OCO3)CC1	61
Cc1ccc2c(c1)CCCN2CCn1c(=O)[nH]c2ccc(C)cc2c1=O	54
CCOCCn1c(=NC(=O)Cc2ccc(C)c(C)c2)sc2cc(F)cc(F)c21	71
COc1cc(/C=N\NC(=O)CSc2nc3ccccc3s2)ccc1OC(=O)CC1SC(=O)NC1=O (configuration not stated)	59
CCCCCCC1C2C(=O)N(c3ccccc3)C(=O)C2ON1c1ccc(Cl)c(Cl)c1 (configuration not stated)	58
O=[N+]([O-])c1ccc(Sc2n[nH]c(C(F)(F)F)n2)nc1	57
COc1ccc(N2CCN(C(=O)c3ccc(S(=O)(=O)N4CCCCC4)cc3)CC2)nn1	62
CN(CCCC(=O)n1cnc2ccccc21)S(=O)(=O)c1ccc2c(c1)C(=O)c1ccccc1C2=O	57
COc1ccc(Cl)c2sc(NC(=O)c3ccc(Cl)cc3Cl)nc12	64
COc1ccc(Cl)cc1NC(=O)N1CCC(c2nnc(C3CC3)s2)CC1	62
Cc1ccc2c(c1)OCC(=O)N2Cc1nc(-c2ccccc2Cl)no1	64
CC(C)NCC(O)COc1ccc(CCOCC2CC2)cc1 (configuration not stated)	55&58&59
CC(Oc1ccc2c(c1)OCO2)C(=O)Nc1ccc(-c2cn3ccsc3n2)cc1 (configuration not stated)	75
CCC(=O)Nc1ccc(SCC(=O)NCc2cccc(OC)c2)nn1	65
O=S(=O)(c1ccc(F)cc1F)N1CCN(c2ccc3nnc(-c4ccco4)n3n2)CC1	85
Cc1nn(C2CCS(=O)(=O)C2)c2nc(-c3ccc(F)cc3)cc(C(=O)NCc3cccs3)c12 (configuration not stated)	97
O=C(c1cccs1)N1CCc2ccccc21	60
O[C@@H]1CSSC[C@H]1O	63
CNC(=O)C(=O)Nc1ccccc1F	62
O=C(NCc1ccccn1)C(=O)NCC1COC2(CCCC2)O1 (configuration not stated)	55
O=C(NC(CO)C(O)c1ccc([N+](=O)[O-])cc1)C(Cl)Cl (configuration not stated)	65
COc1ccccc1NS(=O)(=O)c1ccc(Oc2ccccc2Cl)cc1	57
O=C(NCCCS(=O)(=O)N1CCN(c2ccccn2)CC1)c1ccc(=O)[nH]c1	61
COc1ccc(-c2coc3c(OC)c(OC)ccc3c2=O)cc1	61
O=C(Nc1cccc(-c2ccc3nnc(-c4cccnc4)n3n2)c1)c1ccco1	56
COC(=O)c1ccc(S(=O)(=O)NNc2ncnc3cc(C(C)(C)C)sc23)n1C	57
O=C(CSc1nc(-c2cccc([N+](=O)[O-])c2)cs1)NCc1ccc2c(c1)OCO2	75
Cc1noc(C)c1C(=O)Oc1ccc(-c2csnn2)cc1	57&51
COc1ccccc1C(=O)NCCn1ncc2c(=O)n(Cc3cccc(F)c3)cnc21	66
COc1ccc(C=NCCNc2nccc(C(F)(F)F)n2)cc1OC	55
O=C1COc2ccccc2N1Cc1nc(-c2cccc(Br)c2)no1	75
COc1ccc2oc(-c3csc(NC(=O)c4ccc(C(C)=O)cc4)n3)cc2c1	77
CSc1nc(C)nc(Sc2ccccn2)c1C#N	51
COc1ccc2sc(NCC3CCCO3)nc2c1 (configuration not stated)	65
COc1cccc(NC(=O)CSc2nnc3ccc4ccccc4n23)c1	74
CC1CC(C)CN(CCC(=O)Nc2ccc3c(c2)OCO3)C1 (configuration not stated)	71
CCNc1nc(SCC(=O)NC(=O)Nc2ccccc2)nc2sc3c(c12)CCN(C)C3	33*!
COC(=O)c1cccc(Oc2nnc(-c3ccc(F)cc3)c3ccccc23)c1	57
COc1ccc2nc(-c3cccc(NS(=O)(=O)c4ccc(OC)c(OC)c4)c3)cn2n1	78
O=C(O)c1ccccc1C(=O)Nc1ccc(Oc2ccccc2)cc1	52&59
Cc1cc(-n2c(C)nc3ncccc3c2=O)ccc1NC(=O)c1cc([N+](=O)[O-])ccc1Cl	55
CCN(CC)CC(=O)N1N=C(c2cccs2)CC1c1ccco1 (configuration not stated)	70
CCOc1ccc2ccccc2c1C(=O)NCC1CCN(Cc2ccco2)CC1	77
COc1ccc(CCS(=O)(=O)Nc2ccc3c(c2)CCC(=O)N3CCC(C)C)cc1	71
CN1CCN(C(CNC(=O)c2ccc(Br)o2)c2ccc(F)cc2)CC1 (configuration not stated)	52
Cc1ccc(Nc2cc(=O)[nH]n2C)cc1Cl	52
O=C(Cc1ccc(Cl)cc1)NCC(c1ccsc1)N1CCc2ccccc2C1 (configuration not stated)	93
CC1C(O)CC(c2ccccc2)N(C)C1c1ccccc1 (configuration not stated)	52
Cc1ccc(C(=O)Nc2ccc3ccccc3c2)cc1	59
CCOc1ccc(CC(=O)Nc2nc(-c3cc(C)ccc3C)cs2)cc1	70
Cc1ccc(Oc2ncccc2NC(=O)Nc2cccs2)c2c1CCC2	75
O=C(OCC(O)CO)c1ccccc1Nc1ccnc2cc(Cl)ccc12 (configuration not stated)	-4*!
Cc1ccc(S(=O)(=O)N/N=C\c2nccs2)cc1	33
O=C(NCCc1ccncc1)NC(=O)c1c(F)cccc1F	54
COc1ccc(-c2ccc(N3CCC(C(=O)Nc4cc(OC)cc(OC)c4)CC3)nn2)cc1	61
S=c1[nH]nc(CCCOc2ccc(Cl)cc2Cl)n1-c1ccccc1	58
O=C(NNC(=O)c1ccc(-c2cccc(Cl)c2)o1)c1ccccc1	76

In another format: results already given.
Cc1ccc(C(=O)Nc2ccc3ccccc3c2)cc1
- RMI-FANCM inh: 59

COc1ccc(-c2ccc(N3CCC(C(=O)Nc4cc(OC)cc(OC)c4)CC3)nn2)cc1
- RMI-FANCM inh: 61

O=C(NCCc1ccncc1)NC(=O)c1c(F)cccc1F
- RMI-FANCM inh: 54

O=C(NNC(=O)c1ccc(-c2cccc(Cl)c2)o1)c1ccccc1
- RMI-FANCM inh: 76

The listing continues.
SMILES	RMI-FANCM inh
COCCn1c(=NC(=O)c2ccn(C)n2)sc2cc(S(N)(=O)=O)ccc21	69
COCC(=O)N1N=C(c2cccc(NS(C)(=O)=O)c2)CC1c1ccc(F)cc1 (configuration not stated)	62
CC(NS(=O)(=O)c1cc(S(=O)(=O)NC(C)C2C3CC4CC(C3)CC2C4)c2cccc3c2c1NC3=O)C1C2CC3CC(C2)CC1C3 (configuration not stated)	61
O=C1c2ccccc2C(=O)N1CNc1ccccc1F	62
CC1C(=O)NCCN1C(=O)CCCSc1ccc(F)cc1 (configuration not stated)	68
Cc1cc(NC(=O)Cn2nc(S(=O)(=O)c3ccccc3)ccc2=O)ccc1Br	69
COc1cc(NC(=O)c2csc(Nc3ccccc3)n2)cc(OC)c1OC	65
O=C(CCc1csc(NC(=O)NC2CCCCC2)n1)Nc1nc2ccccc2s1	70
COC1OC(OC)C2C3CCC(CC3O)C12 (configuration not stated)	65
O=C(Nc1ccc(S(=O)(=O)Nc2nccs2)cc1)c1ccc(S(=O)(=O)N2CCCc3ccccc32)cc1	59
COc1ccc(OC(=O)c2ccccc2)c(C(C)=O)c1	55
CN1CCN(C(CNC(=O)NC2CCCCC2)c2ccc(F)cc2)CC1 (configuration not stated)	58
CCN(CC)C(=O)Cn1cc(C(=O)C(=O)NCCSc2c[nH]c3ccccc23)c2ccccc21	55
O=C(Nc1nc2c(Br)cccc2s1)c1cccc(N2C(=O)CCC2=O)c1	59
Cc1ccn(-c2ccc(N3CCN(C(=O)c4ccccc4Br)CC3)nn2)n1	56
CC(C)=NNC(=S)NC(C)(C)C	59
CC1(C)ONC(=O)N(CCc2cccs2)C1=O	51
Cc1cn2c(nc3c2c(=O)n(C/C=C/c2ccccc2)c(=O)n3C)o1	57
O=C(Nc1ccc2c(c1)OCO2)N1CCN(c2ccc3nncn3n2)CC1	70
Cc1ccc(NC(=O)c2c(-c3ccccc3)c3cc(C)ccc3[nH]c2=O)c(C(=O)c2ccccc2)c1	60
